AmpC inh detg: qHTS Inhibitors of AmpC Beta-Lactamase (assay with detergent) | AmpC hydrolysis of nitrocefin, absorbance 480 nm, 0.01% Triton | Potency, µM (titrated, usually from 114 µM), inactives show at the top dose activity change, negative = inhibition, actives largely listed as inhibitors | 370,000 tested, 0.041% active;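 note: potency is the fitted concentration of half-maximal effect; 0% = no-compound wells and -100% = no-enzyme wells; nearly all actives have a fitted effect of over 25% in size; some results filed as inactive show a strong effect at the top dose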
Target sequence (P00811 whole entry, looked up): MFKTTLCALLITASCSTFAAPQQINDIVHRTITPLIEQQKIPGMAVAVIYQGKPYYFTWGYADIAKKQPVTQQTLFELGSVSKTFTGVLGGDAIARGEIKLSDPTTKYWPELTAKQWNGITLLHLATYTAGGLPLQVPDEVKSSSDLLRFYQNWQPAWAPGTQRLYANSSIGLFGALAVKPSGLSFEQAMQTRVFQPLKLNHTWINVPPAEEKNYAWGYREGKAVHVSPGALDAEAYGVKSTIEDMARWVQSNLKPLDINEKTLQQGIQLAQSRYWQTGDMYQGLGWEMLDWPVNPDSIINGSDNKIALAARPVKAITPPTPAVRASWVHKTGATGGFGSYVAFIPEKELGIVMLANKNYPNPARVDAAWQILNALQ
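AmpC (5.3 nM in the dispensed reagent) in 20 mM phosphate pH 7.0 with 0.01% (detergent screen) or 0.0001% Triton X-100 was preincubated with compounds for 15 min at room temperature. Nitrocefin was then added from an 800 uM solution, and hydrolysis was followed at 480 nm.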
HCV inhibitor: qHTS Assay for Inhibitors of Hepatitis C Virus (HCV) | Huh7.5.1 HCVcc-Cre infection, luciferase reporter, 44 h | Potency, µM (doses to about 41.8 µM), without a hit: at the top dose activity change, negative = inhibition, most hits filed as inhibitors | 340,000 tested, 3.4% active; note: potency is the fitted concentration of half-maximal effect
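After 44 h co-culture of compound, cells and HCVcc-Cre (~0.5 moi), substrate is added for 15 min at room temperature and luciferase measured over 15 sec. Cells were seeded at 1,000/well and pre-cultured 4 h.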
Sm TGR inh: qHTS Assay for the Inhibitors of Schistosoma Mansoni Peroxiredoxins. purified TGR, DTNB reduction, TNB absorbance 405 nm. Potency, µM (titrated, usually from 114 µM), without a hit: at the highest dose activity change, negative = inhibition, usual class: inhibitors. 360,000 tested, 3% active. AID 485364, 2010; note: potency is the fitted concentration of half-maximal effect; nearly all actives have a fitted effect of over 60% in size
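First, TGR (20 nM dispensed) and NADPH were mixed with compound. Second, a 15 min room-temperature incubation followed. Third, further NADPH and then DTNB were added to start the reaction. Finally, TNB absorbance was monitored kinetically.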
FBPA Giardia inh: qHTS Assay for Inhibitors of Fructose-1,6-bisphosphate Aldolase from Giardia Lamblia | purified Giardia FBPA | AID 2451, 2010 | A8B2U2 | 290,000 tested, 0.71% active | Potency, µM (series often up to 59.6 µM), for inactives: at the top dose activity, negative = inhibition, most hits filed as inhibitors; note: potency is the fitted concentration of half-maximal effect; nearly all actives have a fitted effect of over 55% in size
Target sequence (A8B2U2 whole entry, looked up): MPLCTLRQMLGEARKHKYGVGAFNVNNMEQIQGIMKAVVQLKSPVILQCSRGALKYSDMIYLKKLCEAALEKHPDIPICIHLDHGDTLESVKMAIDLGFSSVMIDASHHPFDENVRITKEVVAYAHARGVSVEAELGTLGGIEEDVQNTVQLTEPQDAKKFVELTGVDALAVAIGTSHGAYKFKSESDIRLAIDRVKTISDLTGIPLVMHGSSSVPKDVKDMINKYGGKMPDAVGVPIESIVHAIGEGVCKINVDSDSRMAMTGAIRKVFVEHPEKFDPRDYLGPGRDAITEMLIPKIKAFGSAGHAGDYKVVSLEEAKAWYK
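40 nM FBPA preincubated 10 min at RT with compound (up to 57.5 uM final), then substrate plus GAPDH/TPI/NAD/arsenate coupling and diaphorase/resazurin added. Fluorescence read after 20 min at RT, 525/598 nm.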
AMA1 RON2 block: qHTS for Inhibitors of AMA1-RON; Towards Development of Antimalarial Drug Lead: Primary Screen; AlphaScreen AMA1-biotinylated RON2 peptide binding; Potency, µM (titrated, usually from 58.2 µM), for the others: at the top dose activity change, negative = inhibition, usual class: inhibitors; 360,000 tested, 0.2% active;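 note: potency is the fitted concentration of half-maximal effect; 0% = vehicle wells and -100% = peptide control; nearly all actives have a fitted effect of over 45% in size; some results filed as inactive show a strong effect at the top dose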
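AMA1 (3D7) with his tag at 25 nM final met compounds first, then biotinylated RON2 peptide at 25 nM; detection used donor plus acceptor beads, 10 µg/mL apiece, read by AlphaScreen after 30 min at room temperature.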
HCMV inh: qHTS Assay for inhibitors of the human cytomegalovirus (HCMV); HFF cells, HCMV-luciferase reporter, 72 h; hits give low values; 410,000 tested, 4.5% active; activity change, negative = inhibition, % at 57.5 µM; AID 1259415, 2018; in the data active = activity change below about -60%; inconclusive = no clear call, values can overlap the other calls; inactive = above about -39%
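After 16 h attachment at 37C, HFF cells received test compound and HCMV-luciferase (1 PFU/cell); reporter luminescence read 72 h later, data normalized against buffer-only and known inhibitor Salinomycin.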
Active calls of the source: *; ? = inconclusive; nt = not tested or not shown; & = joins results of further samples; [ ] = dose if it differs, or a comment. Unless noted, calls come from the whole dose curve; as a rule, active = well fitted curve in the direction sought with a large enough effect; inconclusive = small, poorly fitted or top-dose-only effect, or another doubt; inactive = no such curve, though single readings can be large; an effect the other way counts as inactive or inconclusive. Unless noted, % is set by controls: 0 for no effect and ±100 for the full control effect. An unsorted share of the library. About 9.3% of those tested had a hit in this group.

entry	SMILES	AMA1 RON2 block	FBPA Giardia inh	HCMV inh	Sm TGR inh	HCV inhibitor	AmpC inh detg
1	Cc1cccc(N(CC(=O)NC2CCCCC2)C(=O)c2c(C)noc2C)c1	0%	9%	10	-8%	-11%	-8%
2	COc1cc(OC)cc(C(=O)NCCC(=O)NCCc2ccc(OC)c(OC)c2)c1	-15%	8%	-17	-2%	6%	?
3	Cc1ccccc1-n1c(-c2ccc(Br)o2)n[nH]c1=S	64%[activator]	nt	-10	nt	4%	nt
4	Cn1cccc1CNCc1ccccc1Cl	-1%	-2%	-26	4%	4%	?
5	CCN(c1ccccc1)C(CNS(=O)(=O)c1ccccc1)c1ccccc1 (centres undefined)	nt	nt	3	-5%	nt	-3%
6	CCn1cc(C(=O)NCCCN(C)c2ccccc2)c(=O)c2cc(S(=O)(=O)N(C)C)ccc21	-9%	-7%	-9	-20%	16%&0%	?
7	COc1ccc(CCN2CC(C(=O)NCCc3cn[nH]c3)CCC2=O)cc1 (centres undefined)	-2%	nt	10	-7%	15%	-10%
8	COc1ccccc1NC(=O)CN1CCN(CC(=O)Nc2ccc(Cl)c(C(F)(F)F)c2)CC1	-1%	-9%	0	-22%	?	-6%
9	CCCS(=O)(=O)N1CCCC(C(=O)NCC(OC)OC)C1 (centres undefined)	0%	7%	-16	-2%	15%	7%
10	O=C1NC(Nc2nc3ccccc3s2)(C(F)(F)F)C(=O)N1C1CCCCC1 (centres undefined)	-16%	-1%	-63*	0%	?	1%
11	CC(C)(C)c1ccc(OC(=O)N2CCCCC2)cc1	11%	9%	30	-2%	-17%	-2%
12	COc1c(F)c(F)cc2c(=O)c(C(=O)O)cn(C3CC3)c12	-8%	-1%	-61*	-4%	16%	-1%
13	COc1ccccc1Nc1ccc(N)cc1	-16%	?	-33	?	2%	-11%
14	C=CCOc1ccc(C2NC(=O)c3ccccc3O2)cc1OCC (centres undefined)	-21%	9%	25	-26%	-23%	-13%
15	Cc1cc(C(=O)N/N=C/c2ccc3c(c2)OCO3)c(C)o1	-15%	-3%	1	0%	0%	6%
16	CC(C)(C)OC(=O)NCc1ccc(NC(=O)c2nc[nH]c2C(=O)N[C@@H](Cc2ccccc2)C(=O)OCc2ccccc2)cc1	101%[activator]	-25%	?	-1%	13%	-2%
17	O=C(CCN1C(=O)/C(=C/c2cccs2)SC1=S)NNC(=O)c1cccc(O)c1	46%[activator]	-1%	8	2%	-11%	0%
18	Cc1ccc(-n2nc(C)c3c2OC(N)=C(C#N)C3c2ccoc2)cc1 (centres undefined)	-6%	-11%	32	?	6%	-15%
19	COC(=O)c1ccccc1NC(=O)Cn1c(=O)cc(C)c2c(C)nn(C)c21	nt	nt	0	-1%	nt	-7%
20	CCCc1cc(C(=O)Nc2cccnc2Cl)no1	-5%	5%	-1	2%	-11%	6%

Record cards, as listed above:
CC(C)(C)c1ccc(OC(=O)N2CCCCC2)cc1 in the list: AMA1 RON2 block = 11%; FBPA Giardia inh = 9%; HCMV inh = 30; Sm TGR inh = -2%; HCV inhibitor = -17%; AmpC inh detg = -2%
Cc1cccc(N(CC(=O)NC2CCCCC2)C(=O)c2c(C)noc2C)c1 in the list: AMA1 RON2 block = 0%; FBPA Giardia inh = 9%; HCMV inh = 10; Sm TGR inh = -8%; HCV inhibitor = -11%; AmpC inh detg = -8%

More entries:
entry	SMILES	AMA1 RON2 block	FBPA Giardia inh	HCMV inh	Sm TGR inh	HCV inhibitor	AmpC inh detg
21	Cc1ccc(-c2cn3cccnc3n2)cc1NC(=O)c1ccc(Br)o1	6%	4%	-10	-8%	2%	-6%
22	Cc1cc(C(F)F)n2nc(C(=O)Nc3cccnc3Cl)nc2n1	5%	4%	50	0%	-4%	?
23	COC(=O)c1ccc(C(=O)Nc2cc(Cl)ccc2Cl)cc1NC(=O)c1ccc(N(C)C)cc1	-7%	5%	-39	-3%	-9%	-9%
24	CCOc1nonc1C(=N)/C(C(C)=O)=C(\C)O	4%	1%	-8	-23%[11.4 µM]	12%	-12%
25	Cc1nc2ccccc2n1CSc1ccccc1	22%	-6%	-31	-1%	11%	2%
26	CC1=C(C(=O)Nc2ccc(C)cc2)C(c2cccs2)NC(=S)N1 (centres undefined)	5%	0%	-26	-9%	22%	-9%
27	COc1ccc(C(=O)OCC(=O)Nc2ccccc2)cc1[N+](=O)[O-]	-3%	-1%	-18	7%	-5%	-3%
28	Cn1c(=O)c2c(ncn2CC(=O)NC2CCCCC2)n(C)c1=O	-6%	1%	123	11%	20%	-2%
29	COC(=O)c1ccccc1NC(=O)CSc1nc2ccsc2c(=O)n1CCC(C)C	nt	nt	29	10%	nt	5%
30	Cc1ccc(CNC(=O)Cn2ccc3ccccc3c2=O)o1	?	4%	-13	32µM*	7%	-10%
31	CC(C)c1ccc(NC2CCCN(C(=O)C3=NN(C)C(=O)CC3)C2)cc1 (centres undefined)	-3%	nt	-38	-11%	4%	-2%
32	COc1ccc(NC(=S)N2CCN(c3ccc([N+](=O)[O-])cc3)CC2)cc1OC	-9%	-20%	?	nt	-5%	-8%
33	O=C(O)c1ccc(N/N=C/c2cccc3nccnc23)cc1	-11%	-3%	31	5%	-9%	-1%
34	CCc1ccc(-n2c(CCC(=O)O)ccc2-c2ccc(F)cc2)cc1	nt	nt	22	?	nt	-6%
35	COc1ccc(C(=O)N(C)Cc2ccccn2)cc1OC1CCN(C(C)C)CC1	2%	nt	-7	-3%	39%[activator]	7%
36	CC(=O)NC(CC(=O)OCc1ccc([N+](=O)[O-])cc1)c1ccccc1 (centres undefined)	-14%	11%	-23	2%	-15%	?
37	CCC1(c2ccccc2)C(=O)N(C)C(=O)N(C)C1=O	-4%	-1%	-17	5%	-2%	0%
38	Cc1c(OCC(=O)NC2CCN(Cc3ccccc3)CC2)ccc2c3c(c(=O)oc12)CCC3	7%	nt	-25	-5%	8%	1%
39	Cc1ccc(OCCNC(=O)c2cccc(C)c2)cc1	-6%	3%	46	-16%	-2%	-6%
40	Cc1occc1C(=O)N1CCCC(N2CCN(c3cccc(C(F)(F)F)c3)CC2)C1 (centres undefined)	-6%	nt	?	-5%	?	0%
41	Cc1[nH]c2ccccc2c1C(=O)CN1CCC2(CC1)OCCO2	22%	-17%	-28	45µM*	-29%	3%
42	COc1ccc(C=C2SC(=S)NC2=O)cc1	1%	nt	26	nt	-1%	nt
43	Cc1ccc(NC(=O)c2cnc(N3CCCCC3)c3ccccc23)cc1Cl	nt	nt	0	9%	nt	5%
44	COc1ccc(C(=O)NC(=O)COC(=O)c2ccc(C)o2)cc1	-1%	nt	-20	-21%	-9%	-6%
45	O=C(Nc1cccc2ccccc12)NC1CCCc2ccccc21 (centres undefined)	-8%	0%	64	8%	-7%	-3%
46	CC[C@H](C)C(=O)O[C@H]1C[C@@H](C)C=C2C=C[C@H](C)[C@H](CC[C@@H]3C[C@@H](O)CC(=O)O3)[C@H]21	6%&-4%	?	?	?	-11%[8.37 µM]	-9%&1%
47	CC1CN(C(NC(=O)C(C)(C)C)C(Cl)(Cl)Cl)CC(C)O1 (centres undefined)	5%	1%	-7	35µM*	1%	-3%
48	O=C(CCC(=O)c1ccc(Cl)cc1)NCc1ccccc1	6%	8%	-23	7%	27%	0%
49	COc1ccc(OC)c(NC(=O)COc2ccc3c(c2)CCC3)c1	-4%	nt	0	-5%	?	-4%
50	O=C(NC1CCCCC1)C(c1ccc(Cl)cc1)N(C(=O)c1ccccn1)c1cccnc1 (centres undefined)	nt	2%	nt	1%[57.1 µM]	nt	4%
51	CC(C)CN(C(=O)Cn1c(Cl)nc2c1c(=O)n(C)c(=O)n2C)C1CCS(=O)(=O)C1 (centres undefined)	0%	nt	-21	6%	3%	?
52	O=C(Nc1ccc(Cl)c(Cl)c1)NC1CCS(=O)(=O)C1 (centres undefined)	4%	-2%	-5	-3%	4%	-2%
53	Cc1cc(C(=O)N2CCCC(N3CCN(c4ccc(F)cc4)CC3)C2)c(C)o1 (centres undefined)	-5%	3%	-31	-31%	?	-11%
54	COc1cccc(CNC(=O)C2CCN(C(=O)N(C)C)CC2)c1	-2%	2%	-23	-1%	24%	1%
55	Cc1ccc(C)c(S(=O)(=O)N2CCCC2CNC(=O)C(=O)NCCc2ccccc2)c1 (centres undefined)	1%	nt	-26	-2%	?	?
56	O=C(COC(=O)CNC(=O)c1ccc(Cl)cc1)Nc1ccc2c(c1)OCCO2	-10%	-3%	-9	-1%	21%	?
57	Cc1n[nH]c(C)c1S(=O)(=O)N1CCCC(C(=O)Nc2nccs2)C1 (centres undefined)	3%	5%	-98*	8%	-12%	-11%
58	Cc1ccn2cc(CCNS(=O)(=O)c3ccc(F)c(C(F)(F)F)c3)nc2c1	-5%	-2%	59	1%	4%	?
59	O=C(CC1CC2CCC1C2)NC1CCCCCCC1 (centres undefined)	-9%	13%	130	-10%	14%	-10%
60	CC(=O)c1cccc(OCc2cc(C(=O)NC(C)Cc3cccnc3)no2)c1 (centres undefined)	-5%	-3%	32	4%	-29%	?
61	Cc1ccccc1N=CC1=C(O)c2ccccc2C1=O	-19%	-12%	23	nt	-3%	0%
62	COCCNC(=O)c1ccc(Cn2c(SCC(=O)NC(C)C)nc3ccccc3c2=O)cc1	nt	nt	-5	-1%	nt	8%
63	Cc1cc(C)n(CC(O)COc2ccccc2[N+](=O)[O-])n1 (centres undefined)	16%	-10%	38	-4%	1%	-8%
64	CC1CCCC(C)N1C(=O)Cn1cc(C#N)c2ccccc21 (centres undefined)	3%	-6%	-15	3%	-1%	0%
65	CCOC(=O)c1cc(-c2ccc(F)cc2)n(CCC(=O)Nc2nc3ccc(OC)cc3s2)c1C	nt	nt	0	-9%	nt	0%
66	CC(NC(=O)C(C)N1CCN(S(=O)(=O)c2ccccc2)CC1)c1ccccc1 (centres undefined)	-6%[11.6 µM]	nt	-9	-12%	-20%	-7%
67	O=C(NCC(=O)N1CCN(S(=O)(=O)c2cccc(F)c2)CC1)c1ccc(Br)o1	14%	nt	-16	-1%	?	-15%
68	CC#CC[N+](C)(C)CC(=O)c1ccccc1	-8%	24%	-13	-14%	22%	-8%
69	Fc1ccccc1Cc1noc(CN2CCC(OCc3cccnc3)CC2)n1	-8%	0%	?	-5%	?	3%
70	Cc1ccc(CN2C(=O)N/C(=C\c3ccc(-c4ccc(C(=O)O)cc4C)o3)C2=O)cc1	-5%	0%	-16	-4%	-1%	1%
71	Cc1cc(NC(=O)CSc2nnc(-c3ccco3)n2C)no1	16%	nt	-60*	-28%	31%[activator]	-1%
72	Cc1cc(=O)oc2cc3c(cc12)OCCO3	-12%	3%	12	6%[11.4 µM]	1%	-1%

Screening data deposited in PubChem BioAssay by National Center for Advancing Translational Sciences (NCATS).
